Screening data from PubChem BioAssay.
S1P3 antagonist – S1P3 (human) receptor antagonism. AID 485. actives 0.27% (n = 170,000). Q99500. inhibition, % at 4.98 µM. CHO S1P3 NFAT-BLA reporter, FRET fluorescence, antagonist mode;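 active = inhibition above the plate cutoff, the mean inhibition of test wells on that plate plus 3 SD, cut at about 28% in these data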;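 note: cells challenged with S1P at its EC80 of 0.8 µM; blue over green emission ratio from cleaved BLA substrate after 4 h stimulation; 0% = S1P-stimulated wells and 100% = unstimulated DMSO-only wells; some compounds past the cut are filed as inactive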
Target sequence (Q99500 whole entry, looked up): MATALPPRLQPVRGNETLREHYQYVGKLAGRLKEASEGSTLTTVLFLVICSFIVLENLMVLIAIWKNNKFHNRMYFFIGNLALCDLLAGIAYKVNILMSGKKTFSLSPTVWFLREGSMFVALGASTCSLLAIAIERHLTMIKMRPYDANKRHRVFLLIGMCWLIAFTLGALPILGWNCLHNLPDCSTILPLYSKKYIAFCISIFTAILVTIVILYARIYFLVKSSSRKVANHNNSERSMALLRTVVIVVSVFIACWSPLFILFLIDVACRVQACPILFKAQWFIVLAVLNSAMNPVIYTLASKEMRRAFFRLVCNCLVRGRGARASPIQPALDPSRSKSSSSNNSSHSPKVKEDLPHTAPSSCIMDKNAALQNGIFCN
PPARg SRC3 recr – agonists of human PPARgamma SRC-3 coactivator recruitment; AID 731; activation, % at 8 µM; biochemical PPARgamma/SRC-3 coactivator recruitment assay; actives 0.26% (n = 200,000); P37231; in the data active = activation above about 23%;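 note: 0% = DMSO and 100% = reference agonist; some compounds past the cut are filed as inactive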
Target sequence (P37231 whole entry, looked up): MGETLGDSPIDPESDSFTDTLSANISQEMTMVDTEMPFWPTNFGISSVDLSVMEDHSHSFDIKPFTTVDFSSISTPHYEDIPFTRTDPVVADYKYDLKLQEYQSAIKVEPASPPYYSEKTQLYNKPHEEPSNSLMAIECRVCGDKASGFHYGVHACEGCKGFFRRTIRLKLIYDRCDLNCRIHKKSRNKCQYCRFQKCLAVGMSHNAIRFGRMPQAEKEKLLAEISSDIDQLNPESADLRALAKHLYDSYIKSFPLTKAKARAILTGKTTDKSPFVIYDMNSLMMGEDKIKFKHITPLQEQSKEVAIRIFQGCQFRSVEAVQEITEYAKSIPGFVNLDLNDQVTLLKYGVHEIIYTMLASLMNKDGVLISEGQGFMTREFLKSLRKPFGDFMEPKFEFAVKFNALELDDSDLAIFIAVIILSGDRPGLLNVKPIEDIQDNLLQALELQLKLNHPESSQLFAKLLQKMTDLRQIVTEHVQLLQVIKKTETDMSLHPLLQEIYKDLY
PMI act – activators of human phosphomannose isomerase; purified human PMI, coupled resazurin fluorescence, 20 min; active compounds read high; 1 = vehicle control, 0 substrate-free wells; activation factor at 20 µM; P34949; AID 1214; actives 0.005% (n = 190,000);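 active = activation factor of 2 or more at 20 µM, relative to plate controls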
ROMK mod – modulates human ROMK potassium channel activity | Tet-inducible ROMK, thallium flux fluorescence; actives lie on both sides | AID 1918 | actives 2% (n = 130,000) | B-score at 10 µM;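 active = signal ratio slope over the read window, or its plate-corrected B-score, at least 3 SD from the plate mean, either direction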;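 note: B-score of the F/F0 ratio slope over 7 to 12 s after thallium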
PPARg SRC-1 ag – PPARgamma-driven SRC-1 recruitment agonism; P37231; PPARgamma-SRC-1 coactivator recruitment biochemical assay; activation, % at 8 µM; actives 0.41% (n = 200,000); AID 631; in the data active = activation above about 19%;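 note: 0% = DMSO and 100% = reference agonist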
SRC2 TRFRET art – flags TR-FRET format artefacts in PPARgamma SRC-2 recruitment agonist screen; TR-FRET artefact counter-screen; active compounds read high; actives 0.4% (n = 200,000); AID 1049; TR-FRET ratio at 8 µM; in the data active = TR-FRET ratio above about 2000; note: inactives centre near 1500
PPARg SRC-2 ag – PPARgamma-driven SRC-2 recruitment agonism. activation, % at 8 µM. actives 0.34% (n = 200,000). PPARgamma LBD-SRC-2 recruitment, biochemical. P37231; in the data active = activation above about 22%;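 note: 0% = vehicle and 100% = reference agonist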
Diaph inh CS – counter-screen for diaphorase-based assays: diaphorase inhibitors and chemical oxidizers; actives 0.69% (n = 190,000); diaphorase resazurin-to-resorufin fluorescence, NADH, 16 min; bacterial (C. kluyveri) enzyme, not human; inhibition, % at 20 µM;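 active = primary screen inhibition at 20 µM above a set limit, cut at about 50% in these data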;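 note: plate controls were DMSO with full reaction for no effect and wells lacking NADH for full effect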
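Test system: Clostridium kluyveri diaphorase enzyme / Quantity: diaphorase at 0.14 U/mL in enzyme working solution / Incubation: 16-min room-temperature incubation before reading / Benchmarks: NADH-free wells as positive control, DMSO-only neutral wells / Signal: resorufin fluorescence 544/590 nm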
Diaphorase act – counter-screen for diaphorase-based assays: diaphorase activators and chemical reducers; activation factor at 20 µM; AID 1229; Diaphorase/resazurin coupled assay, resorufin fluorescence, 16 min; active compounds read high; 1 = vehicle wells, 0 = NADH-free wells; actives 0.005% (n = 190,000);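 active = diaphorase activity raised at least twofold by the compound at 20 µM; inactive = activation factor below 2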
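Material: bacterial diaphorase enzyme (C. kluyveri); amount: enzyme 0.07 U/mL final; reagent: NADH substrate 0.114 mM plus resazurin dye 0.1 mM, final; doses: single compound dose of 20 µM, 1% DMSO final; timing: 16 min enzyme reaction, ambient temperature; measured by: fluorescence of resorufin, 544 nm excitation, 590 nm emission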
G6PDH counter – counter-screen for G6PDH assay hits: L. mesenteroides G6PDH inhibition; inhibition, % at 5 µM; actives 0.12% (n = 200,000); AID 1020; Purified L. mesenteroides G6PDH, diaphorase/resazurin coupled fluorescence, 45 min; in the data active = inhibition above about 50%
PMI act hi M6P – activators of human phosphomannose isomerase at near-saturating mannose 6-phosphate; P34949; coupled PMI enzyme assay, resazurin fluorescence, 20 min; active compounds read high; 1 = untreated enzyme, 0 = substrate-free blank; activation factor at 20 µM; actives 0.34% (n = 190,000); AID 1216;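 active = activation factor of 2 or more at 20 µM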
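Test system: human phosphomannose isomerase with PGI, G6PDH, diaphorase coupling enzymes; Amount: PMI at 15 ng/mL final; Reagent: Mannose-6-phosphate 1.0 mM (near-saturating) plus 0.22 mM NADP+; Timing: 20 min, room temperature; Technique: resorufin fluorescence at Ex 544/Em 590 nm; Dosing: 20 µM single dose.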
* hit, by the source's call; . = no result given; & = joins results of further samples. Hits appear at their usual frequency (roughly 3.3% active in at least one column).

SMILES	G6PDH counter	Diaphorase act	PPARg SRC3 recr	PPARg SRC-2 ag	PMI act hi M6P	S1P3 antagonist	PMI act	ROMK mod	SRC2 TRFRET art	Diaph inh CS	PPARg SRC-1 ag
CCOc1ccc(NC(=O)N(CCC(C)C)C(C)c2ccco2)cc1 (stereo not given)	15	0.9	4	5	0.7	13	0.8	0.54	1437	6	-4
CC(C)(C)OC(=O)NNC(=O)Nc1ccccc1C(F)(F)F	6	0.9	-3	6	0.9	-14	1	.	1677	11	-5
CCN(CC)CC(=O)N(CC(=O)Nc1c(C)cc(C)cc1C)C1CCCCC1	10	0.8	-3	6	0.9	10	0.8	.	1422	19	-6
COc1ccc(CC(=O)NCCC(C)C)cc1S(=O)(=O)N1CCOCC1	2	0.9	2	1	1	-4	1	-0.048	1411	7	-4
CCOc1ccc(-n2cc(-c3ccccc3)c3c(=O)[nH]cnc32)cc1	0	0.7	0	-4	0.8	6	0.8	2.8	1372	25	-1
Cc1cccc(C)c1NC(=O)CSCc1cccc(CSCC(=O)Nc2c(C)cccc2C)n1	6	1.1	3	0	1	.	1.1	0.97	1497	-8	-1
CCN(Cc1ccccc1)Cc1cc(OC)cc(OC)c1	5	0.8	-14	-3	0.9	21	1	0.02	1439	17	-3
COc1ccc(-n2cnc3cc(N)ccc32)cc1	6	0.9	-5	12	0.9	.	1	-0.43	1475	7	6
CCOC(=O)c1c(N)sc2c1CCS(=O)(=O)C2	-4	0.8	-8	6	0.6	1	0.7	.	1576	24	2
COc1ccc2nc(C)cc(N3CC(C)OC(C)C3)c2c1 (stereo not given)	4	1.1	-4	-5	1	-10	1	.	1408	-7	-1
Cc1nc(CC(=O)N2CCN(c3cccc(C)c3C)CC2)cs1	0	0.9	12	6	1	-20	1.1	-0.063	1538	14	11
COc1cccc(NC(=O)CSC2=C(C#N)C(c3ccco3)C3=C(CCCC3=O)N2)c1 (stereo not given)	10	0.9	-11	0	1.3	.	1.1	0.29	1430	8	1
N#Cc1cnn2c(-c3ccccc3)ccnc12	3	0.9	-4	1	1.1	.	1	-2.2	1469	6	-2
C=CCNc1sc(C(=O)c2ccc(C)cc2)c(N)c1C#N	6	0.9	15	5	0.9	.	1	.	1652	14	3
O=C(Nc1cccnc1)c1ccco1	4	0.9	-2	-1	1	.	1	-0.88	1530	9	3
COc1ccc(OC)c2sc(NC(=O)c3ccc(Br)s3)nc12	-30	0.9	3	0	0.8	-42	0.9	.	1471	9	7
Cc1ccc(C(=O)N2CCN(Cc3ccc4c(c3)OCO4)CC2)cc1[N+](=O)[O-]	10	1.2	-3	-8	1	-4	1	2.8	1623	-18	-2
Cc1cc(C)n(CCNC(=O)CC2C(=O)NCCN2Cc2ccc(C)o2)n1 (stereo not given)	12	0.7	3	6	1	8	1	0.18	1550	28	-1
CCn1nc(C(=O)OCC(=O)c2cc(C)n(Cc3cccs3)c2C)c2ccccc2c1=O	-53	0.7	-12	-6	0.8	-15	0.8	0.21	1496	31	-8
COc1ccccc1NC(=O)C1=C(C)Nc2nnnn2C1c1ccccn1 (stereo not given)	11	1.1	5	5	1.1	.	1	.	1502	-5	5
Cc1ccccc1Nc1nc(N)nc(COC(=O)c2cccc(S(=O)(=O)N(C)C)c2)n1	1	0.9	6	5	1	-2	1	0.017	1650	8	5
O=C(O)c1ccc(Sc2nnc(-c3cccc(Br)c3)o2)c([N+](=O)[O-])c1	1	0.9	-6	-3	1.1	.	1.1	.	1580	12	1
CCc1ccc(-c2cn3c(n2)SCC3)cc1	1	0.8	2	-3	1	-15	0.9	-1.3	1662	21	1
COc1cc2c(cc1OC)C(=S)NC(C)(C)C2	8	0.9	1	-1	1	.	1	0.55	1334	7	-5
C=CCn1c(=S)[nH]c2sccc2c1=O	7	0.8	0	9	1.1	-1	1.2	-0.49	1612	21	7
CSc1nnc(-c2ccccc2)n1C	13	1	-2	-10	1.1	-5	1.1	.	1358	-1	1
Nc1cccc(Nc2nc(OC(C(F)(F)F)C(F)(F)F)nc(OC(C(F)(F)F)C(F)(F)F)n2)c1	2	0.7	-4	-1	0.8	.	0.8	.	1446	33	-1
Cc1cc(C)cc(NC(=O)OCCN2CCN(Cc3ccccc3)CCC2=O)c1	12	1	0	-5	1.1	16	1.1	-0.71	1420	-5	-5
O=C(C1CCN(S(=O)(=O)N2CCC3(CC2)OCCO3)CC1)N1CCN(Cc2ccccc2)CC1	6	0.9	-9	6	1	-6	1.1	.	1683	10	4
CCCCOC(=O)c1cc(C)nc2ccc(Br)cc12	7	0.9	-8	-5	0.9	.	0.9	1.2	1428	10	6

Profiles, quoted from the list. Order of screens: G6PDH counter | Diaphorase act | PPARg SRC3 recr | PPARg SRC-2 ag | PMI act hi M6P | S1P3 antagonist | PMI act | ROMK mod | SRC2 TRFRET art | Diaph inh CS | PPARg SRC-1 ag
Record of C=CCn1c(=S)[nH]c2sccc2c1=O = 7 | 0.8 | 0 | 9 | 1.1 | -1 | 1.2 | -0.49 | 1612 | 21 | 7
Record of O=C(C1CCN(S(=O)(=O)N2CCC3(CC2)OCCO3)CC1)N1CCN(Cc2ccccc2)CC1 = 6 | 0.9 | -9 | 6 | 1 | -6 | 1.1 | . | 1683 | 10 | 4
Record of CCCCOC(=O)c1cc(C)nc2ccc(Br)cc12 = 7 | 0.9 | -8 | -5 | 0.9 | . | 0.9 | 1.2 | 1428 | 10 | 6

Next results.
SMILES	G6PDH counter	Diaphorase act	PPARg SRC3 recr	PPARg SRC-2 ag	PMI act hi M6P	S1P3 antagonist	PMI act	ROMK mod	SRC2 TRFRET art	Diaph inh CS	PPARg SRC-1 ag
Cc1ccc(CSCC(=O)NCCc2ccccc2)cc1	5	1	2	-7	1.1	11	1.1	-0.81	1460	1	-7
CC1=C(C(=O)N2CCCCC2)C(c2cccs2)C2=C(CCCC2=O)N1 (stereo not given)	10	0.8	-9	13	1	-14	0.9	.	1653	19	8
Cc1cc2cc3c(cc2nc1SCC(=O)OC(C)C)OCCO3	0	0.8	-8	0	0.9	.	0.9	0.021	1365	17	6
C=CCn1nc(-c2ccccc2)c(N2CCCCC2)cc1=O	4	0.6	3	0	1	-2	1	1.4	1487	40	8
O=C(NCCN1C(=O)S/C(=C/c2cccnc2)C1=O)C1CC(=O)N(Cc2ccccc2)C1 (stereo not given)	8	0.9	9	8	1.1	-15	1.1	-0.94	1710	10	5
O=C(Nc1ccccc1C(=O)Nc1ccc2c(c1)OCO2)c1cccs1	3	0.8	-6	0	1	.	0.9	0.18	1450	15	-7
CCCc1nn2c(N)c(/C=C3\C=Nc4ccccc43)c(=O)nc2s1	3	0.9	-1	3	1	-4&-16	1	0.71	1286	8	0
Cn1c(-c2cc(Cl)ccc2O)nc2c1c(=O)[nH]c(=O)n2Cc1ccccc1	8	1	1	10	0.9	-5	1	0.77	1475	3	7
CCc1ccc(-c2cc(N)n(-c3ccccc3)n2)cc1	3	0.7	3	-3	0.9	9	0.9	0.37	1557	25	8
CCCCc1ccc(-c2c(C#N)c(N)nc3c2CCCC3)s1	12	0.9	-2	0	1	.	1.1	1.3	1360	9	9
Cc1onc(-c2ccccc2)c1C(=O)Nc1ccon1	2	0.9	2	9	1	.	1	0.38	1527	13	4
O=C(COc1ccccc1F)NCC(c1ccco1)N1CCCC1 (stereo not given)	-1	1	0	1	1	-5	1	1.1	1456	1	10
N#C/C(=C\Nc1ccc2c(c1)OCCO2)c1nc(-c2ccccc2)cs1	1	0.9	-4	-1	0.7	-20	0.8	0.33	1419	15	-4
CCOC(=O)c1ccc(NC(=O)C2=C(C)Nc3nc(CCCO)nn3C2c2cccc(C)c2)cc1 (stereo not given)	4	0.8	6	-4	1	.	1	.	1622	18	1
CCOC(=O)c1sc2nc(COC(=O)c3c(F)cccc3F)[nH]c(=O)c2c1C	-8	1.1	1	0	1	-16	1.1	-2.4*	1426	-10	12
CCC(=O)Nc1ccc(Cl)c(NC(=O)c2cccc(OC)c2)c1	7	1	-1	1	1.1	-15	1	-0.5	1422	0	-2
CCOC(=O)NN1C(=O)c2ccccc2NC1C (stereo not given)	6	0.9	-1	-1	0.7	-14	1.1	-1.4	1646	7	1
CCOC(=O)c1c(Cc2cccc(Cl)c2)c[nH]c1C	-10	0.9	2	-3	1	10	0.9	.	1296	12	0
CCCCC(=O)Nc1ccc(C(=O)N2CCN(c3ccccc3OC)CC2)cc1	-22	0.9	4	0	0.9	8	0.9	.	1693	8	-6
S=C(NCc1ccncc1)Nc1ccccc1	5	1	0	1	1	-13	1	.	1702	-2	3
CCCn1nnnc1NCc1ccc(N2CCCC2)cc1	6	1	13	16	0.9	.	1	-0.14	1849	-3	-7
CCOC(=O)C1CCN(C(c2ccc(OC)c(OC)c2)c2sc3nc(C)nn3c2O)CC1 (stereo not given)	17	0.9	5	1	1	1	1	.	1588	14	9
CN(CC(=O)Nc1nc2ccccc2s1)S(=O)(=O)c1ccc(Br)cc1	10	0.9	-4	3	1	.	0.9	-0.53	1650	8	-3
CON/C=N/C(=S)Nc1ncc(C(F)(F)F)cc1Cl	5	1.2	6	5	1.1	-2	1.1	5.4*	1601	-19	0
COC(=O)CSc1nnc(CNC(=O)c2cccs2)n1-c1cc(OC)ccc1OC	3	0.9	6	5	1	14	1	.	1478	8	-1
CC(=O)c1cc(-c2ccccc2)n(CC(=O)Nc2cc(C)cc(C)c2)c1C	0	0.9	6	-6	1	-5	1	0.82	1682	9	6
O=C(O)Cc1ccc(C(=O)c2ccc(Cl)cc2Cl)s1	13	0.2	0	7	1.5	-9	1.6	-0.58	1896	83*	0
Cc1ccc(C)c(NS(=O)(=O)c2ccc3[nH]c(=O)oc3c2)c1	23	0.9	0	0	0.9	2	1	-0.03	1512	9	-5
Cc1ccccc1OCC(=O)Nc1cccc2nsnc12	7	0.9	0	7	0.9	.	1	.	1268	10	2
COc1ccc(C2=Nn3c(nnc3-c3ccncc3)SC2)cc1	3	1.1	3	10	1.2	.	1.1	0.9	1528	-13	1
O=C(O)CCc1nnc(SCC(=O)Nc2ccc(Br)cc2)[nH]c1=O	0	1	-4	-4	1.1	-13	0.9	0.5	1544	5	-4
